Assay outcomes as filed in PubChem BioAssay.
STK33 inh: inhibitors of human STK33 kinase. Q9BYT3. purified STK33, MBP phosphorylation, ADP-Glo luminescence. inhibition, % at 10 µM. 0.073% of 320,000 active. AID 2661;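 active means inhibition at or above 25%, using the most active replicate where run in duplicate; inactive means inhibition below 25%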
Target sequence (Q9BYT3 whole entry, looked up): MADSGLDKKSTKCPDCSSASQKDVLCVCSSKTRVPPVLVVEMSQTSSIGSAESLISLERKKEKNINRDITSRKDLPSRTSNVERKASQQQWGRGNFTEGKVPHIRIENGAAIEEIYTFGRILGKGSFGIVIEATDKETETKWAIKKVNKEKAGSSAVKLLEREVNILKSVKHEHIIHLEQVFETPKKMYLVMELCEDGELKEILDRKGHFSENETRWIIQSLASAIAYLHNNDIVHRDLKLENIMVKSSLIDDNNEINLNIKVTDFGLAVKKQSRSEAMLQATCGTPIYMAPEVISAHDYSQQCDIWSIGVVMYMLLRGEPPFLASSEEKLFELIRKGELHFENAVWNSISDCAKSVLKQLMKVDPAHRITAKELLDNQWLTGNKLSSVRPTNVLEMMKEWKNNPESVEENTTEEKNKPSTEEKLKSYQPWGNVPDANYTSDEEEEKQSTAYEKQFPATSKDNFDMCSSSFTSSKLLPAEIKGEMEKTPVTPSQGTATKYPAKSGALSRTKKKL
CHT allo act: allosterically activates the human high affinity choline transporter; Q9GZV3; CHT-expressing cells, membrane potential dye, choline EC20; stronger effect = higher value; LV-AA mutant CHT in HEK293 cells; B-score at 10 µM; 0.49% of 310,000 active; AID 488977;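 active means initial fluorescence not abnormally high and integrated response B-score, plate-corrected, over 3 SD above library mean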
Target sequence (Q9GZV3 whole entry, looked up): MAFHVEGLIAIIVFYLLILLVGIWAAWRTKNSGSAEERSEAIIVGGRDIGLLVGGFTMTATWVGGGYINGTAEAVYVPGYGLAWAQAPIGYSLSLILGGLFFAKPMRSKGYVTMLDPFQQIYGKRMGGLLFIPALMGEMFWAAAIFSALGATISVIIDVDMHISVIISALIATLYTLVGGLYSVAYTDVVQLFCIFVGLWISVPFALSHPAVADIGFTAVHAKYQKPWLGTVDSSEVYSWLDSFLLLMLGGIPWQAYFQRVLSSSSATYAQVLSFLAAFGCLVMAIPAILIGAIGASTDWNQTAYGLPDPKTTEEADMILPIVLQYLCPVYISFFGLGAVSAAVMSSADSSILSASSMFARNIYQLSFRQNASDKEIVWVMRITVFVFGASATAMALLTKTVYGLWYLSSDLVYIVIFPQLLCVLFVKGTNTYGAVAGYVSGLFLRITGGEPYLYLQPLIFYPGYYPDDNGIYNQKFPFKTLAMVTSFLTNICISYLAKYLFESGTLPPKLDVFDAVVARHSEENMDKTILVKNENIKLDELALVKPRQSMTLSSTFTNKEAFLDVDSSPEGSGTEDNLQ
CHT inh: inhibitors of human choline transporter CHT; Q9GZV3; CHT-expressing cells, membrane potential dye, choline response; stronger effect = lower value; B-score at 10 µM; 0.86% of 310,000 active;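 active means B-score over 3 SD under the library average, and starting fluorescence ratio not unusually high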;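 further: choline stimulus applied at its EC90 after an EC20 pre-addition; B-score computed on integrated fluorescence ratio after choline addition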
An asterisk follows results filed as active; i = inactive; / = not tested or not shown.

Every second line gives: STK33 inh | CHT allo act | CHT inh
> CCc1nnc(NC(=O)C(C)N2C(=O)C3C4C=CC(C4)C3C2=O)s1 (stereo not given)
 : -0.5 | i | i
> COc1ccc(C(C)(C)NC(=O)C2CCC(=O)N(CCCN3CCCC3=O)C2)cc1 (stereo not given)
 : -1.2 | i | i
> CN(C)CCCNc1ccc(-c2cc(Nc3cccc(Cl)c3)ncn2)cn1
 : 4.8 | i | i
> CN(C)CCCN(C(=O)COc1ccc(Cl)cc1)c1nc2ccc(F)cc2s1
 : 0.7 | i | i
> COc1ccc(CCNC(=O)C2CCCN2C(=O)Nc2cccc(C(C)=O)c2)cc1OC (stereo not given)
 : 0.0 | i | i
> CC(=O)Nc1ccc(-c2csc(N/N=C(/C)c3ccccc3)n2)cc1
 : -4.9 | i | i
> COC(C[C@H](O)CC(=O)[C@@H](C)OCc1ccccc1)OC
 : -0.6 | i | i
> O=C(NC1CC(=O)N(c2ccc3c(c2)OCCO3)C1)N1CCC(O)CC1 (stereo not given)
 : / | i | i
> CCCc1[nH][nH]c(=O)c1C(c1ccccc1)C(C#N)C#N (stereo not given)
 : -0.2 | i | i
> CCCCCn1c(CN2CCN(CCO)CC2)nc2c1c(=O)n(C)c(=O)n2C
 : -0.1 | i | i
> O=C(COC(=O)C1CC(=O)N(C2CCCCC2)C1)c1ccc(F)cc1 (stereo not given)
 : 2.0 | i | i
> CCSc1nnc(NC(=O)c2cccs2)s1
 : -0.6 | i | i
> O=C(c1coc2ccc(O)c(CN3CCOCC3)c12)C1CC1
 : -2.7 | i | i
> CCNc1nc(NC(C)C)nc(NS(=O)(=O)c2ccc(N)cc2)n1
 : 0.1 | i | i
> CC(C)[C@H](NC(=O)NCCC1=CCCCC1)C(=O)O
 : -1.0 | i | i
> Cc1cc(OCC(O)CN2CCCC2)cc(C)c1Cl (stereo not given)
 : -0.2 | i | i
> Cc1ccc(S(=O)(=O)N(CC(=O)NCCC2=CCCCC2)Cc2ccccc2F)cc1
 : -2.7 | i | i
> O=c1c(/C=N/O)c(Nc2ccccc2)nc2ccccn12
 : 57* | i | i
> COC(CNC(=O)c1cccnc1)OC
 : -0.4 | i | i
> CNC(=O)c1cc2cc(Cl)cc(OC)c2oc1=O
 : -1.0 | i | i
> CCOC(=O)Cc1csc(NC(=O)c2ccc(OC)c(OC)c2)n1
 : / | i | i
> O=S(=O)(Nc1cccc(Cl)c1)c1ccc2oc(=S)[nH]c2c1
 : -0.1 | i | i
> C[C@@H](C(=O)NCc1ccc(S(C)(=O)=O)cc1)[C@H]1C[C@]1(C)[C@H](NC(=O)OCc1ccccc1)c1ccccc1
 : 1.1 | i | i
> O=C(NCc1ccc(F)cc1)c1cnc2n(c1=O)CCS2
 : -0.4 | i | i
> COc1cc2[nH]c(=S)n(CCN3CCCCC3C)c(=O)c2cc1OC (stereo not given)
 : 0.3 | i | i
> O=C(NCc1ccccc1)C12CC3CC(CC(Br)(C3)C1)C2
 : -2.1 | i | i
> O=C(CCN(CCO)Cc1ccccc1)Nc1ccc(Br)cc1
 : 0.7 | i | i
> COc1ccc(C2c3[nH]c4ccccc4c3CCN2C(=O)c2cn3ccccc3n2)c(F)c1 (stereo not given)
 : -0.6 | i | i
> O=C(CCCc1ccccc1)NCCS(=O)(=O)N1CCN(c2ccccc2F)CC1
 : -0.9 | i | i
> Cc1cc(N2CCCC(C(=O)Nc3cccc(Cl)c3)C2)n2ncnc2n1 (stereo not given)
 : -0.5 | i | i
> Cc1ccc(OCC(=O)NNC(=O)CCC(=O)Nc2ccc(C)cc2C)cc1
 : -0.4 | i | i
> CCCc1nnc(SCC(=O)Nc2nnc(CC)s2)n1CC1CCCO1 (stereo not given)
 : -2.7 | i | i
> CC(C)CN(C(=O)COC(=O)c1ccc(Cl)c(N)c1)c1c(N)n(Cc2ccccc2)c(=O)[nH]c1=O
 : 0.6 | i | i
> Cc1nn(-c2ccccc2)c(C)c1Cc1ccc(O)cc1
 : 0.0 | i | i
> O=C(Nc1cc(=O)[nH]c2ncnn12)c1ccccc1
 : -0.4 | i | i
> COc1ccccc1N1CCN(Cc2ccc(O)c3ncccc23)CC1
 : -3.4 | i | i
> COC(=O)CC1C(=O)NCCN1C(=S)NC(=O)CCc1ccccc1 (stereo not given)
 : 0.4 | i | i
> COc1ccc2c(c1)cc(C(=O)N[C@@H](CCSC)C(=O)N1CCC[C@H]1C(=O)O)n2C
 : -0.5 | i | i
> COc1cc(C)ccc1OCCOc1ccccc1Cl
 : 1.9 | i | i
> CCc1ccc(C2=NN(CCC(=O)NC(C)CCc3ccccc3)C(=O)CC2)cc1 (stereo not given)
 : -0.4 | i | i
> O=C1Cc2ccccc2C(c2ccc(Cl)cc2Cl)N1 (stereo not given)
 : -0.7 | i | i
> Cc1ccnc(NCc2cc(C)ccc2O)c1
 : -0.7 | i | i
> C=CCc1cccc2cc(C(=O)NNC(=O)CC#N)c(=O)oc12
 : -1.4 | i | i
> FC(F)(F)c1cccc(NC(=S)NCCc2ccccn2)c1
 : 0.7 | i | i
> Nc1c(S(=O)(=O)c2cccs2)c2nc3ccccc3nc2n1Cc1cccs1
 : -0.2 | i | i
> CN(C)c1ccc(N/C(N)=N/c2nc(C(F)(F)F)cc(C(F)(F)F)n2)cc1
 : -1.7 | i | i
> Cc1csc(Sc2nc3c(c(=O)[nH]c(=O)n3C)n2CCCc2ccccc2)n1
 : -1.2 | i | i
> Cc1ccc(S(=O)(=O)NNC2=NS(=O)(=O)c3ccccc32)c(C)c1
 : -1.7 | i | i
> c1nc2n(n1)C1=C(CCCC1)C1(CCCCC1)N2
 : 0.0 | i | i
> O=C(c1ccc(F)cc1)N1CCN2C(=O)c3ccccc3C12c1ccccc1 (stereo not given)
 : -0.4 | i | i
> O=C(CCCc1nc2ccccc2s1)NCc1ccccc1F
 : -0.1 | i | i
> CCOCC(=O)Nc1ccc(S(=O)(=O)NCCc2ccccc2)cc1
 : 3.2 | i | i
> CC(=O)N1CCN(Cc2nc3ccc(Cl)cc3n2CCO)CC1
 : -1.6 | i | i
> NS(=O)(=O)c1ccc(CCNC(=O)c2ccc(NC3=NC4CS(=O)(=O)CC4S3)cc2)cc1 (stereo not given)
 : -0.7 | i | i
> COCCCNc1ncnc2c1cnn2-c1ccc(C)cc1C
 : -1.2 | i | i
> Nn1c(SCC(=O)Nc2ccccc2)nnc1C1CCCCC1
 : -1.0 | i | i
> COc1ccc(N2CCN(C(=O)C(=O)c3cn(CC(=O)N4CCOCC4)c4ccccc34)CC2)cc1
 : 0.0 | i | i
> CC(=O)N1c2ccc(S(=O)(=O)N(C)C3CCCCC3)cc2CC1C (stereo not given)
 : -0.3 | i | i
> COc1cc(C)c(Br)cc1S(=O)(=O)N1CCOCC1
 : -1.9 | i | i
> COc1ccccc1C(=O)Nc1ccnn1C1CCN(Cc2cnc(N(C)C)s2)CC1
 : 0.1 | i | i

(cont.)
Every second line gives: STK33 inh | CHT allo act | CHT inh
> CC(=O)Nc1ccc(O)c(-c2nc3ccccc3s2)c1
 : -1.5 | i | i
> COc1ccc(S(=O)(=O)Nc2ccc(Oc3ccsc3C(=O)O)cc2)cc1
 : -1.7 | i | i
> CCSc1nnc([C@@H]2CCCN2C(=O)OC(C)(C)C)o1
 : -1.4 | i | i
> CN(C)C(CNC(=O)c1cc2ccccc2oc1=O)c1ccccc1 (stereo not given)
 : -1.3 | i | i
> C=CCSc1nnc(NC(=O)CSc2nnc(C)s2)s1
 : -2.1 | i | i
> COc1cc(/C=C2/CCCC(C(=O)C(F)(F)F)=C2O)ccc1O
 : -0.5 | i | i
> Fc1cccc(Cl)c1-c1nnc2ccc(N3CCOCC3)nn12
 : -0.6 | i | i
> O=C(NCC1CC1)C1CCCN(S(=O)(=O)c2ccc(-n3cnnn3)cc2)C1 (stereo not given)
 : 0.2 | i | i
> Cc1ccc(-c2nc3ncccc3o2)cc1NC(=O)C(C)C
 : -0.7 | i | i
> CCOC(=O)C1=C(CSc2nnnn2C)N(C)C(=O)NC1c1ccccc1 (stereo not given)
 : -0.3 | i | i
> COc1ccccc1CNS(=O)(=O)c1ccc2c(c1)CCCN2C(C)=O
 : -0.1 | i | i
> COc1cccc(N(CC(=O)N2CCCC2)S(C)(=O)=O)c1
 : -0.6 | i | i
> CC(C)Oc1ccc(C2c3c(oc4ccccc4c3=O)C(=O)N2CCCN2CCOCC2)cc1 (stereo not given)
 : 0.4 | i | i
> CCOc1ccc(C2CC(c3cccc(Cl)c3)n3nc(N)nc3N2)cc1 (stereo not given)
 : -0.8 | i | i
> COc1ccccc1C(=O)CSc1n[nH]c(N)n1
 : -1.6 | i | i
> COc1ccc(NC(=O)CC2C(=O)N(c3cccc(OC)c3)C(=O)N2C(C)C)cc1 (stereo not given)
 : -1.3 | i | i
> O=S(=O)(/N=C(/NC(=S)Nc1ccccc1)c1ccccc1)c1ccc(Cl)cc1
 : 0.2 | i | i
> O=C(CCn1nc(-c2ccc(Cl)cc2)ccc1=O)N1CCN(c2ccccc2)CC1
 : -1.0 | i | i
> O=C(CSc1nnnn1-c1cccc2ccccc12)NC(C(=O)O)(c1ccccc1)c1ccccc1
 : -1.9 | i | i
> C/C=C/c1ccc(O)c(OC)c1
 : -0.1 | i | i
> CCOC(=O)C(=O)/C(C#N)=C/Nc1ccccc1
 : 0.4 | i | i
> Cc1cc(Cl)c(S(=O)(=O)N/N=C/c2ccc3c(c2)OCO3)c(Cl)c1
 : -0.8 | i | i
> CSc1ccccc1OCc1cc(C(=O)N(C)Cc2cc(C)[nH]n2)no1
 : 1.3 | i | i
> CSc1ccc(Cl)c(C(=O)OCC(=O)Nc2ccccc2OC(F)F)c1
 : -0.9 | i | i
> CCN1CCN(CCNC(=O)c2ccc(/C=C3\Sc4ccccc4N(Cc4ccccc4F)C3=O)cc2)CC1
 : 1.4 | i | i
> CCOC(=O)Cn1c(=O)oc2cc(S(=O)(=O)Nc3ccc(N(CC)CC)cc3C)ccc21
 : -0.2 | i | i
> C=CCN1C(=O)/C(=C/c2ccc(O)cc2)S/C1=N/c1nccs1
 : 0.2 | i | i
> COC(=O)c1ccc(/C=N/N2CCN(Cc3ccccc3Cl)CC2)cc1
 : -1.0 | i | i
> COC(=O)c1ccccc1N(C)S(=O)(=O)c1cc2c3c(c1)CCC(=O)N3CCC2
 : -1.1 | i | i
> CCCn1nnnc1NCc1cc(Br)ccc1OC
 : -0.8 | i | i

Carrying on.
smiles | STK33 inh | CHT allo act | CHT inh
N#C/C(=C/c1ccc(Cl)cc1)NC(=O)c1ccccc1 | -1.1 | i | i
COc1ccc(-c2cc(-c3ccc(C)cc3)nc(SCc3nnc(-c4ccccc4)o3)c2C#N)cc1OC | 0.3 | i | i
O=C(NN1C(=O)C2C3C=CC(C3)C2C1=O)c1ccncc1 (stereo not given) | -0.9 | i | i
COC(=O)c1ccccc1NC(=O)CSc1nnc(C(C)NC(=O)c2ccc(Cl)cc2Cl)n1C (stereo not given) | -2.3 | i | i
CCC(=O)N1CCc2cc(S(=O)(=O)N3CCCCCC3)ccc21 | -1.4 | i | i
COc1cc(/C=C2\SC(=S)N(NS(=O)(=O)c3ccccc3)C2=O)ccc1O | 2.6 | i | i
O=C(Nc1ccc(Br)cc1)C1CCCN1S(=O)(=O)c1cccs1 (stereo not given) | -0.7 | i | i
COc1ccc(NC(=O)CN2CCN(C(=O)C3CCCO3)CC2)c(OC)c1 (stereo not given) | -2.3 | i | i
COc1ccc(/C=C/C(=O)Oc2ccc(/C=N\NC(=O)c3ccc(F)cc3)cc2)cc1 | -1.8 | i | i
Cc1occc1C(=O)NNC(=S)NC(=O)COc1ccc(Cl)cc1Cl | -1.3 | i | -9.4*
CCC(C)(C)NCC(=O)Nc1ccc(OC(F)(F)F)cc1 | -0.5 | i | i
CC(C)c1nc(SCC(=O)NC2CCCCC2)c2ccccc2n1 | -0.7 | i | i
CC(NC(=O)COc1ccc(Br)cc1)C1CCCO1 (stereo not given) | -1.0 | i | i
CCOC(=O)C1CCCN(Cc2nc(N)nc(Nc3ccc(OC)cc3)n2)C1 (stereo not given) | -0.1 | i | i
CCN(CC)S(=O)(=O)c1ccc(NC(=O)COc2nc3ccccc3nc2N2CCOCC2)cc1 | -0.6 | i | i
CCc1ccc(OCC(O)Cn2c(N3CCCCC3)nc3c2c(=O)[nH]c(=O)n3C)cc1 (stereo not given) | 2.3 | i | i
N#Cc1ccc(COc2cccnc2[N+](=O)[O-])cc1 | -2.0 | i | i
O=C(COC(=O)C1CCN(S(=O)(=O)c2cccs2)CC1)c1ccccc1 | / | i | i
Cc1cccn2c(=O)c3cc(S(=O)(=O)c4ccccc4)c(=N)n(CC4CCCO4)c3nc12 (stereo not given) | -1.8 | i | i
CC(=O)N1CCc2cc(S(=O)(=O)N3c4ccccc4CC3C)ccc21 (stereo not given) | -1.3 | i | i
Cc1cccc(Oc2ccc(C(=O)NC3CCSC3=O)cn2)c1C (stereo not given) | -2.1 | i | i

A second format for some results above.
> COC(=O)c1ccccc1NC(=O)CSc1nnc(C(C)NC(=O)c2ccc(Cl)cc2Cl)n1C (stereo not given)
  STK33 inh = -2.3
  CHT allo act = i
  CHT inh = i
> O=C(Nc1ccc(Br)cc1)C1CCCN1S(=O)(=O)c1cccs1 (stereo not given)
  STK33 inh = -0.7
  CHT allo act = i
  CHT inh = i
> CCc1ccc(OCC(O)Cn2c(N3CCCCC3)nc3c2c(=O)[nH]c(=O)n3C)cc1 (stereo not given)
  STK33 inh = 2.3
  CHT allo act = i
  CHT inh = i
> Cc1cccn2c(=O)c3cc(S(=O)(=O)c4ccccc4)c(=N)n(CC4CCCO4)c3nc12 (stereo not given)
  STK33 inh = -1.8
  CHT allo act = i
  CHT inh = i

Single records, from the list above. Values in the order: STK33 inh, CHT allo act, CHT inh
`CCOC(=O)C1=C(CSc2nnnn2C)N(C)C(=O)NC1c1ccccc1` (stereo not given) reads -0.3, i, i
`COC(=O)c1ccccc1N(C)S(=O)(=O)c1cc2c3c(c1)CCC(=O)N3CCC2` reads -1.1, i, i
